ST2 IL33 inh: inhibitors of human ST2 (IL1RL1) binding to IL-33, primary screen, biochemical, AlphaLISA | Interleukin-1 receptor-like 1 (Homo sapiens), Q01638 | AlphaLISA ST2-Fc/biotin-IL-33 interaction, 1 h | inhibition, % for hits at 17 µM | 78,000 compounds, 2.3% hits; in the data active = inhibition above about 30%; inconclusive = mostly about 10% to 28%
Target sequence (Q01638 whole entry, looked up): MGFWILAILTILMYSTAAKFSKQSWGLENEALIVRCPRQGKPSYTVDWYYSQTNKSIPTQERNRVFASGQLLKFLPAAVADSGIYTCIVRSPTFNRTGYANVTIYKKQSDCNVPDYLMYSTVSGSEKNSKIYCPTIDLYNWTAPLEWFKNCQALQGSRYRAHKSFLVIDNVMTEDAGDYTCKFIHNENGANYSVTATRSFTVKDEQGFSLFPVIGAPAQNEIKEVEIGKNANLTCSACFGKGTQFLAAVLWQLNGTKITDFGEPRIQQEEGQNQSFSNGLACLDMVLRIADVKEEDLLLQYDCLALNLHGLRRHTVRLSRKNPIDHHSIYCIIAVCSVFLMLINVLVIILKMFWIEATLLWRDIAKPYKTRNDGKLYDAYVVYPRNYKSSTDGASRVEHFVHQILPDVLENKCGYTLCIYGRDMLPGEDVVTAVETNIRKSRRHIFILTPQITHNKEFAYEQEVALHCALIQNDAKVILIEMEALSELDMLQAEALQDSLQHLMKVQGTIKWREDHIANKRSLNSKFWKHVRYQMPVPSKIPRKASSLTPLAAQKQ
* hit, by the source's call; i = inactive; ? = inconclusive. This is a subset (hit frequency here may not be typical).

SMILES | ST2 IL33 inh
O=C(c1ccc(S(=O)(=O)N2CCCCC2)cc1)N1CCN=C1SCc1ccccc1 | i
CCSc1oc(-c2ccco2)nc1S(=O)(=O)c1ccc(Br)cc1 | i
CCCn1nccc1C(=O)N1CCN2CCN(C)CC2C1 (stereo not given) | i
COc1ccc(C(=O)NC2CC(=O)N(c3ccc(F)cc3)C2)cc1OC (stereo not given) | i
N#CC1=C(N)Oc2n[nH]c(-c3ccc4c(c3)OCO4)c2C1c1c(F)cccc1Cl (stereo not given) | i
CN(C)c1ccc(CNC(=O)CN2C(=O)c3cccnc3Sc3ccccc32)cc1 | ?
COc1ccc2c(C)nc(N3CCCC(C(=O)NC4[C@@H]5CC6C[C@H]4CC(O)(C6)C5)C3)nc2c1 (stereo not given in full) | i
O=C(NC1CC(=O)N(Cc2cccc(F)c2)C1)c1n[nH]c2c1CCCC2 (stereo not given) | i
Cc1c(CN2CCCC(c3ccn[nH]3)C2)[nH]c2ccc(F)cc12 (stereo not given) | i
O=C(Cc1ccccc1)Nc1ccc(I)cc1Cl | i
CCOc1ccc(N2CN=c3s/c(=C\c4ccccc4O)c(=O)n3C2)cc1 | ?
O=C(NCc1cccc(F)c1)N1CCCCC1CN1CCOCC1 (stereo not given) | i
COc1ccc(N(C(=O)C(C)(C)C)C2C=CS(=O)(=O)C2)c(OC)c1 (stereo not given) | i
Cc1sc2ncnc(NC3CCCCC3)c2c1C | i
O=C(Nc1nnc(-c2ccco2)s1)c1ccccc1Br | i
COc1ccccc1N1C(=O)c2c(C)nc3ccccc3c2C1=O | ?
Cc1cc(C)c(NC(=O)CN2CCCCCC2)c(C)c1 | i
COc1ccc(Br)cc1S(=O)(=O)Nc1ccc(Cl)cn1 | i
CCOc1ccccc1CN(C)CCc1ccccn1 | i
CN1CCN(C(=O)/C(=C\c2cccs2)NC(=O)c2ccco2)CC1 | i
O=C1C(Nc2cccc(C(F)(F)F)c2)=C(N2CCCCC2)C(=O)c2ccccc21 | ?
Brc1ccc(-c2nnc3ccc(N4CCOCC4)nn23)cc1 | i
O=C(c1ccc(CO)o1)N1CCN(C2Cc3ccccc3C2)CC1 | i
COc1ccccc1N(CC(=O)Nc1cccc([N+](=O)[O-])c1)S(=O)(=O)c1ccccc1 | ?
Cc1nc(C)n(CC(C)C(=O)N(C)Cc2ccc3nsnc3c2)n1 (stereo not given) | i
O=C1CCc2cc(S(=O)(=O)N3CCN(c4ccccc4Cl)CC3)ccc2N1 | ?
CNCC(=O)N1CCCC(OCc2ccccn2)C1 (stereo not given) | i
CC(c1ccccc1)n1cnc2c(cnn2-c2ccccc2)c1=O (stereo not given) | i
CCOC(=O)C(C)Sc1nc2c(c(=O)n1-c1ccc(Cl)cc1)SCC2 (stereo not given) | i
CN(C)CCC1CN(C(=O)CCC2CCCCC2)CCO1 (stereo not given) | ?

Overlap with the part before: 2 entries, followed by the next part.
SMILES | ST2 IL33 inh
CCOC(=O)C(C)Sc1nc2c(c(=O)n1-c1ccc(Cl)cc1)SCC2 (stereo not given) | i
CN(C)CCC1CN(C(=O)CCC2CCCCC2)CCO1 (stereo not given) | ?
O=C1CC(c2nc3c(s2)CCCC3)c2cc3cn[nH]c3cc2N1 (stereo not given) | ?
CCN(Cc1ccccc1)C(=O)Cc1ccccc1 | i
CC(C)CNc1ccccc1C(=O)N1CCC(C(=O)O)CC1 | i
COc1ccc(-c2cc(C(=O)NC3CC3)ccn2)cc1Cl | i
CCCOc1ccc(C(=O)Oc2cccc3cccnc23)cc1 | i
CC1=C(C(=O)Nc2ccc(C)cc2)C(c2ccc(N(C)C)cc2)n2ncnc2N1 (stereo not given) | i
CCn1c(=O)[nH]c2cc(Cl)c(Cl)cc21 | ?
CC(C)c1nccc(CN2CCN(c3ncnc4ccccc34)CC2)n1 | i
CN(Cc1ccccc1)C(=O)C[C@@H]1O[C@H](CNC(=O)C2CC2)[C@@H](O)[C@H]1O | i
CN1CCC(NC[C@H]2O[C@@H](CO)[C@@H](O)[C@@H]2N(C)Cc2ccccc2)CC1 | ?
CCCCNC(=O)CN1C(=O)CSc2ccccc21 | i
Cc1ccc(OCC(=O)Nc2cccc(-c3nnc(-c4ccco4)o3)c2)cc1C | i
CC1=C[C@@H](CN2CCN(c3ncccn3)CC2)[C@H](C(C)C)C[C@H]1Cc1nnc(Cc2c[nH]c3ccccc23)o1 | ?
COc1ccccc1NC(=O)CSc1nc2ccccc2o1 | i
O=C(CN1C(=O)c2ccccc2C1=O)OCc1nc2ccccc2s1 | i
CC(C)NC(=O)N[C@H]1CCN2C(=O)c3cc(-c4ccc(Cl)cc4)ccc3NC(=O)[C@H]12 | i
Cc1occc1C(=O)Nc1sc2c(c1C(N)=O)CCCC2 | i
Cc1c(N=c2scc(-c3ccc(Cl)cc3)n2Cc2ccco2)c(=O)n(-c2ccccc2)n1C | ?
CCc1c(C)nn(CC(=O)NC(C)c2n[nH]c(C)n2)c1C (stereo not given) | i
CC(=O)Nc1cccc(Oc2ncnc3sc4c(c23)CCCC4)c1 | i
CC(C)CN(CC(C)C)S(=O)(=O)c1ccc2c(c1)NC(=O)CC(=O)N2 | i
Cc1ccccc1CN1CCCC(CCNS(=O)(=O)C2CC2)C1 (stereo not given) | i
O=C(c1ccccc1)N1CCN(c2nc(-c3ccccc3)cs2)CC1 | ?
O=C1C2C3C=CC(C4CC34)C2C(=O)N1c1ccc(Cl)cc1 (stereo not given) | i
Cc1ccc(-n2nc(C(=O)N3CCOC(C(F)(F)F)C3)c(O)cc2=O)cc1 (stereo not given) | i
CC(C)c1cc(C(=O)N2CCn3c(C(N)=O)cnc3C2)cs1 | ?
CC1CCCN(CC(O)COCc2ccc(Cl)cc2)C1 (stereo not given) | i
Cc1cc(C(C(=O)O)N(C)CCOc2ccccc2)ccc1F (stereo not given) | i
CSc1ncc(CN(C)C(C)c2cccnc2)cn1 (stereo not given) | i
COc1ccccc1NC(=O)c1cc2cc(Br)ccc2oc1=N | ?
CC1CCN([C@@H]2[C@H](O)[C@H](CO)O[C@@H]2CNC(=O)Nc2cccc(Cl)c2)CC1 | ?
CCOc1ccc(S(=O)(=O)N2CCSC2c2ccc(OC)c(OC)c2)cc1 (stereo not given) | ?
CCOC(=O)C1(CCOc2ccccc2)CCN(Cc2nc3c(s2)CCCC3)CC1 | ?
O=C(NCC1OCCc2ccccc21)c1cn(Cc2c(F)cccc2F)nn1 (stereo not given) | ?
COc1ccc(NS(=O)(=O)c2ccc(NS(=O)(=O)c3ccc(C)cc3)cc2)nn1 | i
O=C(c1ccc2c(c1)ncn2C1CCCCC1)N1CCCC1 | i
CCOc1ccccc1NC(=O)CN1CCCN(Cc2ccc(OC)cc2)S1(=O)=O | i
O=c1cc(O)c2c(=O)n3c4c(cccc4c2o1)CCC3 | i
COc1ccccc1NC(=O)C(=O)NCC1COc2ccccc2O1 (stereo not given) | i
Cc1ccc2oc(=O)cc(CSc3cnc4ccccc4n3)c2c1 | i
CNC(=O)COc1ccc(-c2c(F)cccc2OC)cc1 | i
COc1ccc(Br)cc1CNC(=O)C1CCCN(S(C)(=O)=O)C1 (stereo not given) | ?
O=C(OCc1ccc(-c2ccc(Br)cc2)o1)c1ccc2c(c1)OCCO2 | i
CC(=O)Nc1ccc(S(=O)(=O)N[C@H]2CO[C@H]3[C@@H]2OC[C@H]3OC(=O)Nc2ccccc2)cc1 | i
Brc1ccc(C2=CSC(c3ccccc3)=NN2)cc1 | i
CN(C)CCC=C1c2ccccc2CCc2ccccc21 | ?
O=C(Cc1c(C(=O)O)[nH]c2ccc(Cl)cc12)NCCCN1CCCC1=O | ?
O=C(CSc1nc2c([nH]c3ccccc32)c(=O)n1-c1ccc(Cl)cc1)N1CCCC1 | ?
Cc1[nH]c(=O)[nH]c(=O)c1-c1ccc(-n2cccn2)cc1 | i
Brc1c(NC2=NCCN2)ccc2nccnc12 | ?

Further entries
SMILES | ST2 IL33 inh
CCN(CC)c1ncccc1CNC(=O)c1cc2nc(C)cc(C)n2n1 | ?
Cc1c(CN2CCOC(Cc3ccccc3Cl)C2)cnn1C (stereo not given) | ?
COc1ccccc1NC(=O)N1C[C@@H]2C[C@H](C1)c1c(-c3ccc(NC(C)=O)cc3)ccc(=O)n1C2 | ?
CC1CC(C)CN(CC(O)Cn2c3ccccc3c3ccccc32)C1 (stereo not given) | i
Cc1cc(C)n(C(=O)CCN2C(=O)c3ccccc3C2=O)n1 | i
Cc1cccc(-c2cc(N3CCN(S(=O)(=O)c4ccccc4C)CC3)ncn2)c1 | i
O=C(CCS(=O)(=O)c1ccc(Br)s1)NCc1ccc2c(c1)OCO2 | i
COc1ccc(OC)c(/C=C2\SC(N3CCCCC3)=NC2=O)c1 | ?
O=C(Nc1c(-c2ccccc2)nc2ccccn12)c1ccccc1F | i
CCOC(=O)c1nc(Nc2cccc(C)c2)c2ccccc2n1 | i
CC1(C)CC(=O)C2=C(C1)Nc1ccccc1NC2c1ccc(-c2ccc([N+](=O)[O-])cc2Cl)o1 (stereo not given) | i
CCC(CC)n1ncc2c1NC(=O)CC2c1ccc(O)c(C(=O)OC)c1 (stereo not given) | ?
CCC(=O)N1c2ccccc2-c2nnc(SC)nc2OC1C (stereo not given) | i
O=C(CC1(O)C(=O)Nc2ccc(Br)cc21)c1cccc([N+](=O)[O-])c1 (stereo not given) | i
COc1ccc(CNC(=O)C(=O)Nc2ccccc2)cc1 | i
CCSCCOC(=O)C1=C(C)NC(=O)NC1c1cccc(OC)c1 (stereo not given) | i
CSc1nc(C2CC2)cc(-c2ccco2)c1C#N | i
Cc1ccc(C(=O)N2CCN(S(=O)(=O)c3cc4c5c(c3)CCN5C(=O)CC4)CC2)cc1 | i
CC(=O)NC(=O)c1cc2ccccc2oc1=Nc1cccc(F)c1 | ?
O=C1C(=O)N(c2ncccn2)C(c2ccc(Cl)cc2)C1=C(O)c1ccc(F)cc1 (stereo not given) | ?
CN(C)c1ncc2c(n1)CCCC2NC(=O)CCn1cncn1 (stereo not given) | i
O=S(=O)(c1ccc(F)cc1)N1CCN(c2ncnc3scc(-c4ccccc4)c23)CC1 | i
CCOC(=O)c1sc2nc(C)cc(C)c2c1N | i
Cc1ccc(C(C)C)c(OCC(=O)Nc2ncc(S(=O)(=O)c3ccc([N+](=O)[O-])cc3)s2)c1 | ?
O=C(O)C1CCCCC1C(=O)NCCC1=CCCCC1 (stereo not given) | i
COc1cc(C=Nc2c(C)n(C)n(-c3ccccc3)c2=O)cc([N+](=O)[O-])c1O | i
O=C(NCCc1c[nH]c2ccccc12)c1cc2nc(-c3ccco3)cc(C(F)(F)Cl)n2n1 | ?
O=C(O)c1[nH]c2ccc(Cl)cc2c1CC(=O)N1CCCCCC1 | i
Cc1cc(C)n(S(=O)(=O)c2ccc(I)cc2)n1 | i
COc1cccc(C2C(C(=O)Nc3nc4ccccc4s3)=C(C)NC3=C2C(=O)CCC3)c1OC (stereo not given) | i
COC(=O)c1cccnc1N1CCCC(C(=O)c2ccc(SC)cc2)C1 (stereo not given) | i
CCCCC(CC)CNC(=O)C1CCC(Cn2c(=O)[nH]c3ccsc3c2=O)CC1 (stereo not given) | i
O=C(Nc1ccc2nc(SCC(=O)N3CCOCC3)sc2c1)c1ccccc1[N+](=O)[O-] | i
COc1ccc(C(=O)N[C@@H]2C=C(C(=O)NCCC(N)=O)C[C@@H](O)[C@@H]2O)cc1 | i
CC(C)c1noc([C@@H]2C[C@@H](O)CN2Cc2cc3ccccc3o2)n1 | 38.0%*
CN(C)c1nc(OCCNC(=O)Nc2ccccc2)nc(N(C)C)n1 | ?
C=Cc1cccc(CN(C)Cc2cnn(C)c2C)c1 | ?
Cc1c(C(=O)N2CC(C)CC(C)C2)sc2ncnc(N3CCOCC3)c12 (stereo not given) | i
CN1CCC(Cn2ccnc2-c2ccccc2C(=O)O)(c2ccccc2)CC1 | i
CC(C)SCC(=O)N1CCc2c(nc(-c3ccccc3)nc2N(C)C)C1 | i

Among those listed so far, these have two or more sulfur atoms.
SMILES | ST2 IL33 inh
O=C(c1ccc(S(=O)(=O)N2CCCCC2)cc1)N1CCN=C1SCc1ccccc1 | i
CCSc1oc(-c2ccco2)nc1S(=O)(=O)c1ccc(Br)cc1 | i
CCOC(=O)C(C)Sc1nc2c(c(=O)n1-c1ccc(Cl)cc1)SCC2 (stereo not given) | i
CCOc1ccc(S(=O)(=O)N2CCSC2c2ccc(OC)c(OC)c2)cc1 (stereo not given) | ?
COc1ccc(NS(=O)(=O)c2ccc(NS(=O)(=O)c3ccc(C)cc3)cc2)nn1 | i
O=C(CCS(=O)(=O)c1ccc(Br)s1)NCc1ccc2c(c1)OCO2 | i
O=S(=O)(c1ccc(F)cc1)N1CCN(c2ncnc3scc(-c4ccccc4)c23)CC1 | i
Cc1ccc(C(C)C)c(OCC(=O)Nc2ncc(S(=O)(=O)c3ccc([N+](=O)[O-])cc3)s2)c1 | ?
O=C(Nc1ccc2nc(SCC(=O)N3CCOCC3)sc2c1)c1ccccc1[N+](=O)[O-] | i

More entries follow:
SMILES | ST2 IL33 inh
COc1cc(C2Oc3ccccc3C=C2[N+](=O)[O-])ccc1OCc1ccccc1 (stereo not given) | 46.0%*
CN(Cc1ccc2nsnc2c1)Cc1cnn2cccnc12 | ?
CN1C2C=C(N(CCc3c[nH]c4ccccc34)C(=O)c3ccccc3)CC1CC2 (stereo not given) | i
CC1CCCCC1N1C(=O)c2ccccc2C1C(=O)NC1CCCCC1 (stereo not given) | i
O=C(c1cccc2c1NCCC2)N1CCOC(C(F)(F)F)C1 (stereo not given) | i
O=C(CN1C(=O)C2CCCCN2C(=O)c2ccccc21)N1CCN(c2ccc(F)cc2)CC1 (stereo not given) | ?
CCOC(=O)CN1C(=O)CSc2ccc(S(=O)(=O)N(CC)CC)cc21 | i
CN(C)c1nc2c(c(NCC3(COc4ccccc4)CC3)n1)CCNC2 | ?

Source: PubChem BioAssay (IUPUI and University of Michigan)
